# Assay outcomes as filed in PubChem.
# AMA1-RON2 inh – disrupts binding of P. falciparum AMA1 to RON2 | AlphaScreen AMA1-biotinylated RON2 peptide binding | Potency, µM (series often up to 58.2 µM), inactives show top-dose activity change, negative = inhibition, usual class: inhibitors | actives 0.2% (n = 360,000);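 note: potency is the fitted concentration of half-maximal effect; 0% = vehicle wells and -100% = peptide control; nearly all actives have a fitted effect of over 45% in size; some results filed as inactive show a strong effect at the top dose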
#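 AMA1 (3D7) with his tag at 25 nM final met compounds first, then biotinylated RON2 peptide at 25 nM; detection used donor plus acceptor beads, 10 µg/mL apiece, read by AlphaScreen after 30 min at room temperature.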
# HCMV antiviral – inhibitors of human cytomegalovirus; activity change, negative = inhibition, % at 57.5 µM; HFF cells, HCMV-luciferase reporter, 72 h; hits give low values; actives 4.5% (n = 410,000); in the data active = activity change below about -60%; inconclusive = no clear call, values can overlap the other calls; inactive = above about -39%; note: % is set by controls: 0 for no effect and ±100 for the full control effect
#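 Screen run at 2 compound doses on HFFs infected with reporter HCMV, MOI 1 PFU/cell. Luciferase activity from cell lysates at 72 h post infection gave inhibition relative to buffer-only and Salinomycin wells.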
# AmpC inh no detg – inhibitors of E. coli AmpC beta-lactamase without detergent; P00811; AmpC nitrocefin hydrolysis, absorbance 480 nm, 0.0001% Triton; Potency, µM (titrated, usually from 57.1 µM), without a hit: at the highest dose activity change, negative = inhibition, usual class: inhibitors; actives 0.52% (n = 330,000); AID 485341;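 note: potency is the fitted concentration of half-maximal effect; plate controls were no compound for no effect and no enzyme for full effect; nearly all actives have a fitted effect of over 20% in size; some results filed as inactive show a strong effect at the top dose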
# Target sequence (P00811 whole entry, looked up): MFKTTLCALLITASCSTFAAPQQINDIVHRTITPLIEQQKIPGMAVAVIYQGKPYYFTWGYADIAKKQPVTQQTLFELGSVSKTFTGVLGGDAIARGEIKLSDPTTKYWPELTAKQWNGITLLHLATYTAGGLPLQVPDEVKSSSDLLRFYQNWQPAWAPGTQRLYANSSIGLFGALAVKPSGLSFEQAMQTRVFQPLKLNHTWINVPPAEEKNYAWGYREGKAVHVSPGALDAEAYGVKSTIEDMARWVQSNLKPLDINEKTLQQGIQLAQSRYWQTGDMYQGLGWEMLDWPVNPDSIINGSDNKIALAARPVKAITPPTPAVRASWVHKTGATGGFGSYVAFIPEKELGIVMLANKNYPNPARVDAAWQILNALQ
#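 20 mM phosphate pH 7.0 + 0.01% (detergent screen) or 0.0001% Triton X-100; 5.3 nM AmpC reagent; cpd preinc 15 min RT; nitrocefin (800 uM stock) to start; A480 q20 s × 4 min; Activity was normalised to no-enzyme and no-compound control wells.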
# Giardia FBPA inh – Giardia lamblia aldolase inhibition; AID 2451; A8B2U2; purified Giardia FBPA; Potency, µM (doses to about 59.6 µM), for inactives: at the highest dose activity, negative = inhibition, hits mostly inhibitors; actives 0.71% (n = 290,000); note: potency is the fitted concentration of half-maximal effect; % is set by controls: 0 for no effect and ±100 for the full control effect; nearly all actives have a fitted effect of over 55% in size
# Target sequence (A8B2U2 whole entry, looked up): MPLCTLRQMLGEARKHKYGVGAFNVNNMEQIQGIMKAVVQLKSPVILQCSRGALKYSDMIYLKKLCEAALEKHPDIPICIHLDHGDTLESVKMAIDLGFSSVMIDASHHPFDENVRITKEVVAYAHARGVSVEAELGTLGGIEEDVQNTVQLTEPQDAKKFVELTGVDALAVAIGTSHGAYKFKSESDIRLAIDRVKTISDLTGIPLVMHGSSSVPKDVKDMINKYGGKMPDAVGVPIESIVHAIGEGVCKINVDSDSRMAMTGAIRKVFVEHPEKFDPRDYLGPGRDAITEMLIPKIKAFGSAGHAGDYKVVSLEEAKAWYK
#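 40 nM FBPA preincubated 10 min at RT with compound (up to 57.5 uM final), then substrate plus GAPDH/TPI/NAD/arsenate coupling and diaphorase/resazurin added. Fluorescence read after 20 min at RT, 525/598 nm.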
# Shiga toxin inh – blocks Shiga toxin action in Vero cells; Vero cells, Shiga toxin protein synthesis inhibition reporter; inhibition, % at 38.7 µM; actives 9.2% (n = 290,000); in the data active = inhibition mostly above about 28%, no sharp cut-off; inactive = mostly below about 43%; note: 0% is about no effect
# AmpC inh detg – AmpC beta-lactamase inhibition with detergent present. AmpC hydrolysis of nitrocefin, absorbance 480 nm, 0.01% Triton. Potency, µM (series often up to 114 µM), inactives show at the highest dose activity change, negative = inhibition, hits mostly inhibitors. actives 0.041% (n = 370,000). AID 485294;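 note: potency is the fitted concentration of half-maximal effect; 0% = no-compound wells and -100% = no-enzyme wells; nearly all actives have a fitted effect of over 25% in size; some results filed as inactive show a strong effect at the top dose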
#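 20 mM phosphate pH 7.0 + 0.01% (detergent screen) or 0.0001% Triton X-100; 5.3 nM AmpC reagent; cpd preinc 15 min RT; nitrocefin (800 uM stock) to start; A480 q20 s × 4 min; Activity was normalised to no-enzyme and no-compound control wells.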
# CHX counter – counter-screen hit for Shiga toxin inhibitors, cycloheximide; actives 12% (n = 300,000); AID 2314; max response, %; cell reporter, cycloheximide protein synthesis inhibition counterscreen; in the data active = max response mostly above about 13%, no sharp cut-off; inactive = mostly below about 14%; note: read at 38.3 µM for the half of the compounds with a filed dose; 0% is about no effect
# An asterisk follows results filed as active; ? = inconclusive; . = no result given; & = joins results of further samples; [ ] = another dose, or the depositor's remark. Unless noted, calls come from the whole dose curve; as a rule, active = well fitted curve in the direction sought with a large enough effect; inconclusive = small, poorly fitted or top-dose-only effect, or another doubt; inactive = no such curve, though single readings can be large; an effect the other way counts as inactive or inconclusive. Compounds were not picked by outcome; about 16% have a hit in one of these screens.
SMILES,AMA1-RON2 inh,HCMV antiviral,AmpC inh no detg,Giardia FBPA inh,Shiga toxin inh,AmpC inh detg,CHX counter
O=C(OCc1nnc(-c2ccccc2)o1)c1ccc(CO)cc1,14.7%,12.0,-22.4%,3.1%,30.0,1.5%,16.5
Cc1nc2sc(-c3ccccc3)cc2c(=O)n1/N=C/N(C)C,5.5%,143.0,9.8%[2.29 µM],-9.9%,72.1*,-6.0%,37.3*
CC1CN(C(=O)C(c2ccccc2)c2ccccc2)CC(C)O1 (stereo not given),19.7%,-30.3,2.8%,1.9%,30.8,?,-3.8
C=CCSc1nc2sc(C)c(C)c2c(=O)n1N,-21.3%,3.8,-15.1%,11.3%,-6.6,?,-1.5
COc1ccc(S(=O)(=O)N2CCOC2CNC(=O)C(=O)NCCc2ccc(OC)c(OC)c2)cc1C (stereo not given),-2.9%,-39.0,77.9%[activator],4.4%,-9.2,-10.0%,-1.2
CCCCNC(=S)N1CCN(c2ccccc2Cl)CC1,7.4%,?,-32.1%,6.4%,11.4,6.8%,3.0
CC(=O)c1ccc(N2CCN(C(=O)CCNC(=O)Cn3ccc4ccccc4c3=O)CC2)cc1,12.7%,-12.5,39.7%,8.0%,26.7,-3.0%,-4.5
Cc1ccc(C(=O)Nc2sc3c(c2C(=O)O)CCC(C)C3)o1 (stereo not given),2.5%,0.0,-20.8%,.,.,.,.
COc1cc(C[C@@H](C)N)c(OC)cc1I,-10.2%,-24.1,-3.7%,2.0%&1.8%,24.0,-6.1%,-6.9
Fc1ccc(/C=N/Nc2ncnc3nc[nH]c23)cc1F,42.7%[activator],100.6,-1.1%,-0.5%,98.5*,-0.8%,72.9*
COc1cccc(OC)c1C(=O)N1CCN=C1SCc1cccnc1,?,-16.3,-5.9%,6.0%,9.2,-3.6%,-2.3
CCOC(=O)C1=C(C)N=C2SC=C(C)N2C1c1ccc(OC)cc1 (stereo not given),5.5%,0.9,45.5%,-7.0%,19.3,-2.9%,15.6
COC(=O)c1ccc(NC(=O)C2CCCN(S(=O)(=O)c3cnc[nH]3)C2)cc1 (stereo not given),-4.3%,?,-18.4%,-3.9%,18.7,-15.9%,0.7
CC(=O)N/C(=C\c1ccccc1)C(=O)Nc1ccccc1C,0.0%,-10.1,-21.1%,-0.7%,51.6*,5.9%,8.5
CCOC(=O)c1c(C)[nH]c(C)c1C(=O)COC(=O)c1ccc(Cl)c(S(=O)(=O)NCc2ccccc2)c1,-1.9%,-24.4,-24.2%,2.9%,-20.0,-6.6%,5.4
CC(C)Sc1oc(-c2ccco2)nc1S(=O)(=O)c1ccc(F)cc1,-1.0%,?,-42.1%,?,22.2,3.1%,1.1
CCN(CC)CCNc1nc(C(F)(F)F)nc2c1nnn2Cc1ccccc1,-5.9%,0.3,54.7%,3.0%,-8.9,0.8%,-2.8
C#CCSc1nc2sc3c(c2c(=O)n1C)CCC3,-3.8%,-24.9,-3.7%,2.0%,18.7,1.9%,12.3
O=C(O)Cc1ccccc1C(=O)O,5.2%,-1.4,-17.1%,9.4%,-9.9,0.2%,-1.8
COc1ccc(Cl)cc1S(=O)(=O)N1CCN(C(=O)COc2ccccc2)CC1,10.4%,-20.8,83.1%[activator],-1.1%,3.6,-13.9%,-2.4
CC1CCN(CCn2c(=S)[nH]c3ccccc3c2=O)CC1,2.7%,-14.0,-15.1%,?,-4.1,-11.2%,0.5
CS(=O)(=O)N(CC(=O)O)c1cc(C(F)(F)F)ccc1Cl,4.0%,-34.5,-8.8%,.,.,-3.6%,.
CCC(Sc1ncccc1C(=O)O)C(=O)N1CCOCC1 (stereo not given),-4.4%,21.4,-18.4%,-1.4%,-16.0,3.5%,-2.3
CCN(CC)CCN1C(=O)C2C(C(=O)Nc3cc(C)cc(C)c3)C3C=CC2(O3)C1C(=O)NC1CCCCC1 (stereo not given),-8.1%,-27.9,7.0%,4.3%,1.7,-10.9%,-2.3
COc1ccc(NC(=O)CSc2n[nH]c(CNc3cccc(C)c3)n2)cc1,6.6%,46.9,-38.5%,0.7%,14.1,?,9.6
COc1ccc(NC(=O)CCCn2c(=S)[nH]c3ccccc3c2=O)cc1,114.6%[activator],2.8,-29.8%,0.0%,-5.8,-18.7%,-4.6
CC(NC(=O)c1ccco1)C(=O)N1CCN(c2cccc(Cl)c2)CC1 (stereo not given),15.5%,-27.1,-3.9%,.,.,-1.9%,.
CS(=O)(=O)N(CC(=O)NC1CC1)C1CCCCC1,-13.9%,-23.4,-28.0%,3.9%,-8.9,-3.1%,-3.8
COc1nnc(-c2ccc(C(=O)N3C[C@@H]4C[C@H](C3)c3cccc(=O)n3C4)cc2)c2ccccc12,-4.8%,-37.8,2.2%,1.0%,16.7,?,1.0
CC(C)(C)NC(=O)Cn1nnc(-c2ccc(OCc3c(F)cccc3Cl)cc2)n1,1.2%,-12.6,2.4%,9.1%,33.1,-1.1%,12.7*
CCOC(=O)C1CCCN(c2ccc(NC(=O)c3snc4c(=O)[nH]cnc34)cc2)C1 (stereo not given),?,-25.1,-4.1%,5.6%,29.7,-9.1%,4.4
Cc1ccc(CN2CCN(c3ccccc3)CC2)o1,?,-33.1,-3.2%,?,-4.1,?,-1.8
CCCCSc1nnc([C@H](CC(C)C)NC(=O)OC(C)(C)C)o1,14.8%,-7.7,-3.3%,-1.8%,26.2,10.5%,2.6
CCCCCCn1nc(C(=O)Nc2nc3c(s2)CCCC3)c2ccccc2c1=O,-0.6%,-32.9,-14.4%,-1.8%,-1.1,6.2%,9.2
Cc1cccc2cc(C#N)c(N3CCOCC3)nc12,31.6%[activator],2.1,20.5%,3.0%,-5.1,?,-1.6
CCN1CCN(c2c(/C=C3\SC(=S)N(Cc4ccco4)C3=O)c(C)c(C#N)c(=O)n2C)CC1,15.7%,-72.9*,153.0%[activator],?,-11.3,2.4%,-2.1
CCCn1c(SCC(=O)Nc2ccccc2CC)nnc1C(C)C,-8.5%,-2.1,-2.6%,7.5%,-40.3,-0.6%,1.0
O=C(COC(=O)c1ccccc1Sc1ccc(C(F)(F)F)cc1[N+](=O)[O-])NC(=O)NC1CCCC1,-0.5%,-5.8,-27.4%,-11.9%,14.2,2.7%,4.1
O=C(/C=N/NC(=O)c1ccccc1Br)c1ccccc1,55.3%[activator],10.6,-31.0%,?,80.9*,-7.6%,46.2*
Cc1ccc(NC(=O)CCc2c(C)nn(-c3ccc(N4CCOCC4)nn3)c2C)cc1,18.3%,42.4,100.8%[activator],17.3%,6.8,-7.7%,22.6*
CC(NC(=O)Nc1cccc(F)c1)c1ccc2c(c1)OCO2 (stereo not given),3.5%,-10.5,-58.3%,-1.6%,-3.9,-0.8%,-1.4
O=C(NC1CCCC1)c1c(O)nc2sccn2c1=O,-3.2%,2.8,-23.7%,.,.,?,.
NC(=O)c1ccc(-c2ccccc2F)cc1,-1.9%,6.8,-12.0%,4.1%,41.2*,-5.1%,16.5*
COc1ccc(OCC(=O)OC(C)CN2CCCCC2)cc1 (stereo not given),8.7%,1.0,-25.9%,?,-3.1,0.9%,6.4
CCS(=O)(=O)N1Cc2ccccc2CC1C(=O)Nc1nc(C)cs1 (stereo not given),-9.3%,-21.1,-30.0%,-3.3%,84.9*,2.1%,42.5*
CCOC(=O)C1CCCN(C(=O)c2cc(S(=O)(=O)N(C)C)ccc2N2CCCC2)C1 (stereo not given),-8.0%,-8.1,5.5%,.,.,-7.3%,.
O=C(CC1C[C@H](C(=O)N2CCOCC2)[C@@]2(CCC3CCCC3)c3[nH]c4ccccc4c3CCN2C1=O)NCCCn1ccnc1 (stereo not given in full),-23.3%,-17.5,296.6%[activator],.,.,.,.
O=C(NCc1ccccn1)c1ccc2nc(C3CCCCC3)oc2c1,55.5%[activator],-13.0,42.9%,8.0%,31.9*,-14.6%,21.7*

# Next part; the last 4 above are carried over.
SMILES,AMA1-RON2 inh,HCMV antiviral,AmpC inh no detg,Giardia FBPA inh,Shiga toxin inh,AmpC inh detg,CHX counter
CCS(=O)(=O)N1Cc2ccccc2CC1C(=O)Nc1nc(C)cs1 (stereo not given),-9.3%,-21.1,-30.0%,-3.3%,84.9*,2.1%,42.5*
CCOC(=O)C1CCCN(C(=O)c2cc(S(=O)(=O)N(C)C)ccc2N2CCCC2)C1 (stereo not given),-8.0%,-8.1,5.5%,.,.,-7.3%,.
O=C(CC1C[C@H](C(=O)N2CCOCC2)[C@@]2(CCC3CCCC3)c3[nH]c4ccccc4c3CCN2C1=O)NCCCn1ccnc1 (stereo not given in full),-23.3%,-17.5,296.6%[activator],.,.,.,.
O=C(NCc1ccccn1)c1ccc2nc(C3CCCCC3)oc2c1,55.5%[activator],-13.0,42.9%,8.0%,31.9*,-14.6%,21.7*
Cc1coc(C)c1C(=O)Nc1ccc2ccccc2c1,4.3%,89.2,-31.9%,1.6%,90.1*,2.2%,63.8*
COc1cc(NS(=O)(=O)c2ccc(NC(=O)COc3cccc(C)c3)cc2)nc(OC)n1,12.2%,-5.6,?,-13.9%,5.2,-14.8%,-5.4
CCCOc1ccc(C(=O)NNC(=S)NC(=O)CC)cc1,58.7%[activator],-62.1*,-49.7%,20.7%,-16.0,?,18.4
COc1ccccc1Nc1cc(N2CCOCC2)c2nonc2c1[N+](=O)[O-],-17.2%,12.7,-14.9%,-1.3%,3.2,?,-1.4
CCOC(=O)c1c2n(c3c(NCc4ccccc4)ncnc13)CCCC2,-27.5%,3.9,5.5%,2.5%,-30.4,?,-5.2
O=C(c1ccc(Cn2cc([N+](=O)[O-])cn2)o1)N1CCCCCC1,-17.0%,?,25.5%,-3.7%,38.1,-0.3%,12.2
O=c1cc(N2CCCCC2)c(-c2ccccc2)nn1Cc1cccc(F)c1,-7.0%,-21.7,32.2%,-9.6%,-8.7,?,6.6
COc1cc(/C=C/C(=O)OCC(=O)Nc2ccc(C)c(S(=O)(=O)N3CCCCC3)c2)ccc1O,5.2%,-16.4,-12.7%,-1.5%,-4.2,-7.3%,8.9
CC(=O)Nc1ccc(S(=O)(=O)Nc2nc3ccc([N+](=O)[O-])cc3s2)cc1,-6.4%,-23.9,-36.1%,24.8%,-6.6,-6.2%,-0.4
COC(=O)c1ccc(/C=C/c2c(-c3ccsc3)oc3ccc(N4CCOCC4)cc23)cc1,1.4%,-13.6,-6.3%,4.0%,14.8,-12.7%,6.2
COc1ccc2[nH]c(O)c(N=O)c2c1,3.3%,-36.0,-21.4%,5.0%,-7.8,?,0.8
CCc1ccc(NC(=O)CCc2nnc3ccc(N4CCCC4)nn23)cc1,-6.5%,-10.9,30.4%,.,3.1,-1.7%,-8.7
O=C1CCCC(O)=C1N=Nc1ccc(S(=O)(=O)N2CCOCC2)cc1,-2.8%,-32.5,-12.6%,-7.4%,22.3,-3.4%,16.0
CC(=O)c1cnc2nc(SCc3ccccc3)nn2c1C,7.2%,104.4,2.4%,6.7%,46.9*,-11.3%,34.7*
